Source: PubChem BioAssay
Lipid storage S3: qHTS Assay for Lipid Storage Modulators in Drosophila S3 Cells | lipid storage change, negative = inhibition, % at the top dose, mostly 46.1 µM; hits show Potency in µM | actives 0.64% (n = 320,000) | Drosophila S3 cells, BODIPY lipid droplet fluorescence, 18-24 h; cells fed with added oleic acid; active = well fitted inhibition curve with a large enough effect in the signal ratio, with a control signal flat, not every such curve was filed as active; inconclusive = small, poorly fitted or top-dose-only effect, or effect the other way, or a change in a side signal; the % refers to the signal ratio
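Drosophila S3 cells got compounds at several concentrations plus oleic acid (400 uM solution). Laser-scanning cytometry with 488 nm excitation read lipid droplets at 500-530 nm and cells at 575-640 nm. Percent activity was relative to 20 uM Triacsin C.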
Lipid storage S3 cell count max: recorded beside Lipid storage S3, whose call it bears; cell number change, %; measured here: cell count max response;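 cells counted by Cell Tracker Red CMTPX staining in the red channel; peak over a dose series mostly up to 46.1 µM; percent activity relative to internal control wells on each plate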
* hit, by the source's call; i = inactive; ? = inconclusive; nt = no result given; [ ] = remark or other dose. % is set by controls: 0 for no effect and ±100 for the full control effect; potency is the fitted concentration of half-maximal effect.

mol,Lipid storage S3,Lipid storage S3 cell count max
CCOc1ccc(S(=O)(=O)N(C)c2ccc(OCC(=O)NCC3CCCO3)cc2)cc1 (configuration not stated),?,nt
COc1ccc(-c2noc(CSc3nnc(CCc4ccccc4)n3-c3ccccc3)n2)cc1OC,?,nt
Cn1c(=O)oc2cc(S(=O)(=O)N3CCC(C(=O)N4CCc5ccccc5C4)CC3)ccc21,0%,-3
CCCNC(=O)CSc1ccc(S(=O)(=O)N2CCCCC2)cn1,2%,-20
COc1ccc(C(=O)N2CCCC(c3nc(-c4ccc(OC)c(OC)c4)no3)C2)c(OC)c1 (configuration not stated),?,nt
COc1ccc(C(CC(=O)Nc2ccc(C)cc2)NC(=O)C(F)(F)F)cc1 (configuration not stated),2%,nt
COc1ccc(NC(=O)CSCC(=O)N2CCCc3ccccc32)cc1,24%,24
Cc1ccc2ccc(S(=O)(=O)n3nc(C)cc3C)cc2c1,?,nt
CCN(CC)CCCN(Cc1cc2cc3c(cc2[nH]c1=O)OCO3)C(=S)Nc1ccccc1,9%,23
Oc1cccc(/C=N/N(Cc2ccccc2)c2ccccc2)c1,?,nt
CC(C)CCNC(=O)NC(=O)CSc1nnc2ccccn12,10%,-23
CCN=C1SCC(=O)N1c1ccc(OC)cc1,i,4
CC1CCCC(C)N1C(=O)COC(=O)C(Cc1ccccc1)NC(=O)c1cccs1 (configuration not stated),-2%,1
N#C/C(=C\c1ccc(Cl)c([N+](=O)[O-])c1)c1ccccn1,?,nt
COc1ccc(-c2nc3ccccc3n2Cc2ccccc2)cc1,?,nt
O=C(Nc1cccc(F)c1)NC1CCN(Cc2ccccc2)CC1,7%,12
CCN(C(=O)CN1c2ccccc2CC1C)c1c(N)n(Cc2ccccc2)c(=O)[nH]c1=O (configuration not stated),?,nt
O=C(Cc1ccc(Cl)cc1Cl)NC1CCCCCC1,-3%,-8
N#C/C(=C(/O)CO/N=C/c1ccccc1Cl)c1nc2ccccc2[nH]1,-10%,-22
COc1ccc([C@@H]2C[C@H](c3ccccc3)Oc3cc(OC)c(OC)c(OC)c32)cc1,4.6µM*,-18*
OCC1(Cc2ccc(Cl)cc2)CCN(Cc2ccc(Oc3ncccn3)cc2)CC1,?,nt
Cc1ccc(C(C(=O)NC(C)(C)C)N(C(=O)c2csnn2)c2cccc(F)c2)o1 (configuration not stated),20%,2
C#CCOC(=O)c1ccccc1C(=O)N(CC)CC,?,nt
O=C(O)C(Cc1c[nH]c2ccccc12)NS(=O)(=O)c1ccc(Cl)cc1 (configuration not stated),?,nt
O=C(COc1ccccc1)NCC(=O)Nc1cccc(S(=O)(=O)NC2=NCCC2)c1,?,nt
Cc1cccc(N)c1-c1c(C)cccc1N,?,nt
O=C(COC(=O)/C=C/c1ccc(S(=O)(=O)N2CCOCC2)cc1)NC1CCCCCCC1,-2%,-8
Cc1ccccc1/C=N/Nc1nc2ccccc2c(=O)n1O,?,nt
CCN(CC)S(=O)(=O)c1cccc(NC(=O)CNc2cccc(S(=O)(=O)N3CCOCC3)c2)c1,?,nt
N#C/C(=C\c1ccc(Cl)cc1Cl)c1n[nH]c(Cn2cncn2)n1,?,nt
CC(OC(=O)CC(NC(=O)c1ccccc1Cl)c1ccccc1)C(=O)Nc1cccc(Cl)c1Cl (configuration not stated),?,nt
Cc1cccc(C(=O)N(Cc2ccc(C)o2)C2CCS(=O)(=O)C2)c1 (configuration not stated),-1%,-8
O=C(Nc1ccc(SC(F)F)cc1)C1=CC=CN2CCS(=O)(=O)N=C12,?,nt
O=C(C1CC(c2ccc(F)cc2)=NO1)N1CCCCC1 (configuration not stated),-1%,7
O=C(Nc1ccccc1F)c1cc(S(=O)(=O)N2CCOCC2)cs1,?,nt
Cn1nc(-c2ccc(C(=O)NC3CCCCC3)cc2)c2ccccc2c1=O,?,nt
COc1ccc(O)c(C(=O)CC(=O)c2ccccc2C)c1,?,nt
CCCn1c(N)c(C(=O)CSc2nncs2)c(=O)[nH]c1=O,?,nt
CC[C@H](C)[C@H](NC(=O)OCc1ccccc1)C(=O)Nc1ccc(NC(C)=O)cc1,?,nt
O=S(=O)(Nc1cccc(-n2cnnn2)c1)c1ccccc1,i,-17
Cc1nc(-c2ccc(S(=O)(=O)Nc3ccc(Br)cc3F)cc2)co1,?,nt
Clc1ccc(-c2n[nH]c3c2Cc2ccccc2-3)cc1Cl,?,nt
COC(=O)c1cnc(N2CCCN(S(=O)(=O)c3ccc(C(F)(F)F)cc3)CC2)nc1C(F)(F)F,?,nt
O=C(O)c1cccc(Cn2c(Cl)c(/C=N/NC(=O)c3cc4ccccc4cc3O)sc2=O)c1,-6%,10
CCOc1ccc(C(=O)NCc2ccccc2)cc1Br,?,nt
C=CCN(c1ccccc1)S(=O)(=O)c1cc(C(=O)NC2=NCCS2)ccc1Cl,0%,22
COc1ccc(N(C(C)C(=O)NC2CCCCCC2)S(C)(=O)=O)cc1 (configuration not stated),5.2µM*,22*
CCOc1ccccc1N1CCN(C(=O)c2ccc3[nH]c4c(c3c2)CCCC4)CC1,-12%,-22
CC1CCN(CC(C)OC(=O)c2ccco2)CC1 (configuration not stated),?,nt
CCOC(=O)c1ccccc1NC(=O)COC(=O)c1c(CC)noc1C,?,nt
O=C(O)Cn1cnc2sc3c(c2c1=O)CCCC3,?,nt
S=C(Nc1ccc(Cl)cc1)c1sc(N2CCCCC2)nc1N1CCOCC1,?,nt
O=C(NCC1CCCO1)C(=O)c1c[nH]c2ccccc12 (configuration not stated),0%,1
CC1(c2ccc3ccccc3c2)NC(=O)N(CC(=O)NCc2cccs2)C1=O (configuration not stated),?,nt
O=C1c2ccccc2C(=O)C1(O)O,?,nt
COc1cccc(NC(=O)c2ccc[n+](C)c2)c1,-2%,16
Cn1nc([N+](=O)[O-])nc1N1CCOCC1,-1%,-19
COCCNC(=S)Nc1ccc2nc(N3CCN(C)CC3)cc(C)c2c1,?,nt
CCOCCn1c(=NC(=O)c2cc3ccccc3oc2=O)sc2cc(S(N)(=O)=O)ccc21,?,nt
Cc1ccc(S(=O)(=O)N(C)CCCC(=O)n2nc(C)cc2C)cc1,?,nt

Retrieved by compound from above:
mol,Lipid storage S3,Lipid storage S3 cell count max
O=C(O)Cn1cnc2sc3c(c2c1=O)CCCC3,?,nt
O=C1c2ccccc2C(=O)C1(O)O,?,nt

Remaining list, next part
mol,Lipid storage S3,Lipid storage S3 cell count max
O=C(O)c1ccc(NC(=O)c2cc3ccccc3o2)cc1,i,32
Cc1nccn1CC(O)COc1ccc([N+](=O)[O-])cc1 (configuration not stated),10%,14
COc1ccc(Cn2c(CCC(=O)O)nc3cccnc32)cc1,-4%,-11
COc1ccccc1C(=O)N1CC2(C)CC1CC(C)(C)C2 (configuration not stated),2%,16
O=c1c(O)c(-c2ccc(O)c(O)c2)oc2cc(O)cc(O)c12,?,nt
CCOC(=O)c1sc2nc(N3CCOCC3)c3c(c2c1N)CC(C(C)C)OC3 (configuration not stated),?,nt
CC(=O)c1sc(NC(=O)c2ccc(Cl)cc2)nc1C,-10%,-12
COc1ccc(/C=C/C(=O)Nc2cc(S(=O)(=O)N3CCCCC3)ccc2N2CCCCC2)cc1OC,?,nt
COc1ccc(-n2c(C)cc(C(=O)CN3C(=O)NC4(CCc5ccccc54)C3=O)c2C)cc1 (configuration not stated),14%,3
O=[N+]([O-])c1cc(C(F)(F)F)ccc1NCCc1c[nH]c2ccccc12,?,nt
CN(C)c1nc(C(=O)OCCO)nc(N(C)C)n1,i,nt
O=C(Nc1ccccc1)OC1CCCCc2cccnc21 (configuration not stated),15%,nt
Cc1c(NC(=O)CSc2ccc(Cl)cc2)cccc1-c1nc2ncccc2o1,?,nt
CC1(C(=O)OCC(=O)Nc2ccc3ccccc3c2)CC1(Cl)Cl (configuration not stated),i,nt
Cc1c(Cl)cccc1NC(=S)NCc1ccc(F)cc1,i,-19
O=C(O)CNC(=S)N(Cc1ccccc1)Cc1ccccc1F,3%,19
COc1ccc(NC(=O)CSc2nc3ccccc3c(=O)n2-c2ccc3c(c2)OCO3)c(OC)c1,-20%,0
Cn1ncc(C#N)c1/N=C/N1CCCCCC1,?,nt
Cc1csc(NC(=O)Cc2coc3cc(C)c(C(C)C)cc23)n1,?,nt
CCCC(=O)Nc1cccc(NC(=O)c2cccc([N+](=O)[O-])c2C)c1,20%,28
Cc1onc(-c2c(F)cccc2Cl)c1C(=O)Nc1c(C)n(C)n(-c2ccccc2)c1=O,-19%,-8
COc1ccc(CCN(Cc2cc3cc(C)ccc3[nH]c2=O)C(C)=O)cc1OC,9%,8
Cc1nc(NCCC(C)C)c2nnn(Cc3ccccc3)c2n1,13%,-6
O=C(NCC1CCCN(C(=O)c2cccc(C(F)(F)F)c2)C1)c1ccc(F)cc1 (configuration not stated),-19%,nt

Of the compounds above, eight contain two or more sulfur atoms.
mol,Lipid storage S3,Lipid storage S3 cell count max
CCCNC(=O)CSc1ccc(S(=O)(=O)N2CCCCC2)cn1,2%,-20
CCN(CC)S(=O)(=O)c1cccc(NC(=O)CNc2cccc(S(=O)(=O)N3CCOCC3)c2)c1,?,nt
O=C(Nc1ccc(SC(F)F)cc1)C1=CC=CN2CCS(=O)(=O)N=C12,?,nt
O=C(Nc1ccccc1F)c1cc(S(=O)(=O)N2CCOCC2)cs1,?,nt
CCCn1c(N)c(C(=O)CSc2nncs2)c(=O)[nH]c1=O,?,nt
C=CCN(c1ccccc1)S(=O)(=O)c1cc(C(=O)NC2=NCCS2)ccc1Cl,0%,22
S=C(Nc1ccc(Cl)cc1)c1sc(N2CCCCC2)nc1N1CCOCC1,?,nt
CCOCCn1c(=NC(=O)c2cc3ccccc3oc2=O)sc2cc(S(N)(=O)=O)ccc21,?,nt

Other results
Structure,Lipid storage S3,Lipid storage S3 cell count max
CN(C)Cc1cc2ccccc2c2c1COC2,-5%,7
CCOc1cccc(-c2cc(C(=O)Nc3ccon3)c3ccccc3n2)c1,?,nt
O=C(Nc1ccc2c(c1)OCO2)C1CC(c2ccccc2O)=NO1 (configuration not stated),i,20
CCc1ccc(-c2cn(-c3nc(C)cc(C)n3)c(=N)o2)cc1,?,nt
COc1ccc(C(=O)NCc2ccncc2)cc1OC,9%,12
Fc1ccc(-c2cc(-c3nnc4n3CCCCC4)c3ccccc3n2)cc1,?,nt
O=c1c2ccccc2ncn1-c1ccc(Cl)cc1[N+](=O)[O-],3%,4
COc1cccc2sc3ccc(NCc4ccc5c(c4)OCO5)cc3c(=O)c12,?,nt
Cc1ccc(CS(=O)(=O)c2ccc(C(=O)N3CCN(c4ccccn4)CC3)cc2[N+](=O)[O-])cc1,3%[9.22 µM],13
CCCCn1c(N)c(N(CCC(C)C)C(=O)C2=NN(c3cc(C)ccc3C)C(=O)CC2)c(=O)[nH]c1=O,?,nt
CCOC(=O)c1nc2ccccc2c(C)c1C,?,nt
O=C(C[n+]1ccc(-c2ccccc2)cc1)Nc1ccc([N+](=O)[O-])cc1,i,nt
COc1ccc(NS(=O)(=O)c2cc(NC(=O)c3ccccc3F)ccc2N2CCCC2)cc1,?,nt
O=[N+]([O-])c1ccc(Sc2cccc3cccnc23)c([N+](=O)[O-])c1,?,nt
O=C(CNCc1ccccc1)Nc1ccc(Cl)cc1,?,nt
CCc1nnc(NC(=O)CN2CCN(Cc3cccc(OC)c3)CC2)s1,?,nt
COc1ccc(S(=O)(=O)N2CCCC2C(=O)n2nc(C)cc2C)cc1 (configuration not stated),4%,10
Cc1ccc(C(=O)N2CCN(C(=O)N3CCOCC3)CC2)cc1,-19%,-3
N#C/C(=C\c1cn(Cc2ccc(F)cc2)c2ccccc12)C(=O)NCc1ccco1,-10%,-13
Fc1cccc(-c2csc(-c3ccno3)n2)c1,-2%,12
O=C1c2ccccc2C(=O)N1C(CO)C(O)c1ccc([N+](=O)[O-])cc1 (configuration not stated),?,nt
O=C(Nc1ccc(Br)cc1F)c1ccncc1,1%,-3
Cc1ccc(N2CC(C(=O)N3CCN(c4ccccc4)CC3)CC2=O)cc1 (configuration not stated),?,nt
CC(=O)Nc1ccc(C(=O)OCC(=O)NCc2cccs2)cc1,?,nt
CC(NC(=O)c1cccc(N(C)C)c1)c1ccc(-n2ccnc2)cc1 (configuration not stated),-3%,nt
O=C(NCCc1ccncc1)Nc1ccc(Cl)c(Cl)c1,?,nt
CN(CC(=O)N1CCCc2c1c(=O)oc1ccc(O)cc21)Cc1ccccc1,i,nt
Cc1noc2ncnc(Oc3ccc(F)cc3)c12,?,nt
O=C(N/N=C/C(Br)=C/c1ccccc1)c1ccncc1,-3%,7
O=[N+]([O-])c1ccc(S(=O)(=O)N/N=C/c2ccsc2)cc1,?,nt
COc1ccc2cc(S(=O)(=O)NC3CC(C)(C)NC(C)(C)C3)ccc2c1,i,10
C/C(=N\NC(=O)c1nnn(-c2nonc2N)c1-c1ccc2c(c1)OCO2)c1cccs1,?,nt
Fc1ccc(-n2c(-c3ccc4ccccc4n3)n[nH]c2=S)cc1,-4%,-13

This is a subset. The share of hits here may be higher or lower than overall.
